All columns: NCI-60 one-dose screen, growth in % after 48 h at 10 µM unless noted; 100 = growth as untreated, 0 = no growth, -100 = all killed.
SR: SR leukemia cells. AID 1794780. 73,000 tested, 8.7% active
CCRF-CEM: CCRF-CEM leukemia | 77,000 tested, 7% active | AID 1794778
HOP-92: HOP-92 NSCLC cells; AID 1794738; 71,000 tested, 6.3% active
EKVX: EKVX NSCLC. 71,000 tested, 3% active
RPMI-8226: RPMI-8226 leukemia cells; 77,000 tested, 7.5% active
HOP-62: HOP-62 NSCLC. 80,000 tested, 3.9% active. AID 1794735
A549/ATCC: A549/ATCC NSCLC; 81,000 tested, 3.7% active
MOLT-4: MOLT-4 leukemia cells | AID 1794779 | 80,000 tested, 6.9% active
* hit, by the source's call; . = no result given; & = joins results of further samples. Rule for the calls: active = growth percent below 10; inactive = the rest.

SMILES	SR	CCRF-CEM	HOP-92	EKVX	RPMI-8226	HOP-62	A549/ATCC	MOLT-4
O=C(NCCNC(=O)c1ccc(Cl)cc1Cl)c1ccc(Cl)cc1Cl	.	.	72	.	98	88	104	97
O=C(Nc1ccccc1)C(=S)N1CCOCC1	105	.	93	106	106	103	101	100
CCOC(=O)c1ccc(N2C(=O)CC(n3c(O)c(C=Nc4cccnc4)sc3=S)C2=O)cc1 (stereo not given)	127	104	108	106	102	114	101	111
Cc1cc(-c2ccccc2)cc(SC#N)[n+]1[O-]	8.2*	6.2*	82	26	19	40	34	10
CCCCCCNC(=O)Oc1ccc(/C(=C(/C)c2ccc(Cl)cc2)c2ccc(OCCN3CCCC3)cc2)cc1	.	4.4*	26	53	-36*	65	53	.
Cc1ccc(CC(CC(=O)O)C(=O)O)cc1 (stereo not given)	101	106	76	107	99	87	78	104
C#CC1(NC(=S)Nc2ccc(C)cc2)CCCCC1	.	78	104	113	76	104	117	93
COC(=O)c1cc(C(=O)C(C)Br)n2c1ccc1c3ccccc3ccc12 (stereo not given)	13	36	74	87	71	75	55	33
CCCCCCCNc1nc(C(=O)OCCCC)ncc1-c1ccc(C(F)(F)F)cc1	93	94	67	.	95	121	94	98
CC(C)CNc1nc(NCC(C)C)nc(Oc2ccc(Cl)cc2)n1	74	85	42	.	60	98	86	79
COc1ccccc1Cc1sc(NC(C)=O)nc1OC(C)=O	109	111	99	101	112	93	102	100
C#CCCCNCCNc1ccnc2cc(Cl)ccc12	2.2*	78	53	70	48	79	84	65
CCCCn1cnc2c(SCC(=O)O)nc(N)nc21	102	101	104	95	103	98	97	102
Nc1c2c(=O)n3c(nc2nn1-c1ccccc1)-c1ccccc1Sc1ccccc1-3	72	92	89	91	102	89	98	71
Nc1c(Br)cc(Br)cc1CNC1CCC(O)CC1 (stereo not given)	96	104	79	87	107	98	99	101
CC(C)[C@@H]1CC[C@]2(CO2)[C@@H]2C(=O)OCC(C(=O)O)=C[C@H]21	-4.7*	0.9*	-12*	71	-35*	5.3*	15	-18*
CN(C)S(=O)(=O)Oc1ccc(NC(=O)C2CCCCC2)cc1	87	93	97	105	103	100	94	91
CC(=O)Oc1cc([N+](=O)[O-])c(O)c([N+](=O)[O-])c1	116	112	94	100	107	99	78	94
COC(=O)c1c(C(=O)OC)c2ccc3c4ccccc4ccc3n2c1C(=O)C(C)(C)C	40	91	84	89	52	91	79	64
CCOC(=O)c1ccccc1NC(=O)CCl	90	99	96	113	102	114	100	70
Cc1cccc(Cl)c1NC(=O)c1ccc2nc(NC(=O)NC3CC(C)(C)NC(C)(C)C3)sc2c1	96	88	.	94	87	68	.	70
CC(C)CSc1nc(NCCc2c[nH]c3ccccc23)c(C#N)c(-c2ccc(F)cc2)n1	3.4*	22	51	46	32	35	51	28
O=C(CS(=O)(=O)c1ccccc1)Nc1cc(-c2ccccc2)nn1-c1ccccc1	113	100	105	95	101	98	95	94
COc1ccc2c(c1)nc(N)c1c3cc(C)c(C)cc3cn21	.	71	.	72	81	85	79	69
N#Cc1ccc(O)c(C2=NCC(c3ccc(-c4ccccc4)cc3)O2)c1 (stereo not given)	24	12	35	16	24	2.8*	2.6*	0.8*

More results
SMILES	SR	CCRF-CEM	HOP-92	EKVX	RPMI-8226	HOP-62	A549/ATCC	MOLT-4
NC(=O)N1CCOCC1	90	89	73	108	95	95	106	94
C=CCN1C(=O)/C(=c2\sc3n(c2=O)NC2C(N=3)N(CC)C(=O)N2CC)c2ccccc21 (stereo not given)	21	24	108	49	66	63	42	36
CC(=NC(C)(C)C)Nc1ccc(Cl)cc1	98	94	107	.	115	105	103	98
C#CC(C)(O)CCCCCCC (stereo not given)	89	99	113	98	107	99	106	94
O=C(O)C1=CCC=CC1C(=O)O (stereo not given)	109	99	95	.	98	111	102	116
CC(=O)NC1=NC(=O)/C(=C/c2ccc(/C=C3/C(=O)N=C(NC(C)=O)N3C)cc2)N1C	94	101	96	103	110	99	102	97
CCCC[S+](CC)CC(=O)c1ccc(-c2ccccc2)cc1 (stereo not given)	111	98	96	103	98	100	84	103
O=C1N=C(c2ccccc2)C(c2ccccc2)N1 (stereo not given)	88&87	105&107	95&96	100	112&104	105&86	93&96	88&94
Clc1ccc(C(Cl)(c2ccc(Cl)cc2)C(Cl)(Cl)Cl)cc1	81	89	91	102	91	100	78	82
CC(Nc1c(C#N)cnc2ccc(-c3cncc(-c4n[nH]c(=O)o4)c3)cc12)c1ccccc1 (stereo not given)	6.6*	20	-21*	-12*	10	8.5*	18	8.0*
CCCCCCCCCCCCCCCCNC(=O)Nc1ccccc1Cl	100	85	79	105	93	106	87	91
COc1cc(OC)c(C(=O)/C=C/c2ccccc2C(F)(F)F)c(OC)c1	55	63	98	.	70	100	68	66
COc1ccccc1N=Nc1c(S(=O)(=O)O)cc2cc(NC(=O)Nc3ccc4c(O)c(N=Nc5ccc(S(=O)(=O)O)cc5C)c(S(=O)(=O)O)cc4c3)ccc2c1O	101	94	118	106	101	107	101	99
COc1cc2c(-c3nc4cc(Cl)c(F)cc4s3)cc(=O)oc2c(C)c1OC	-54*	-73*	.	.	-56*	-66*	-54*	-43*
CNC(=O)NCC1OC(n2cnc3c(NC(=O)Nc4ccccc4)ncnc32)C(O[Si](C)(C)C(C)(C)C)C1CC(=O)N(C)OC (stereo not given)	-56*	.	-34*	21	-75*	60	2.1*	-12*
O=C1C=CC(=CC=C2N(Cc3ccc4ccccc4c3)c3ccccc3N2Cc2ccc3ccccc3c2)C=C1	3.5*	11&22	-22*	33&34	-13*	45&37	46&31	18&22
Cc1ccc(N2C(=O)NC(c3ccccc3)=CC2c2ccc(N(C)C)cc2)cc1 (stereo not given)	29	75	127	.	75	89	90	91
NC(=O)c1cc(-c2csc(-c3cc(Cl)cc(Cl)c3Cl)n2)ccc1O	84	88	95	89	78	110	98	64
Nc1ccc(N=Nc2ccc(O)cc2)c(N)n1	80	37	.	68	38	100	69	46
O=c1[nH]c(=O)n(C2C[C@H](O)[C@@H](CO)O2)cc1C(F)(F)F (stereo not given in full)	92	95	.	109	97	.	102	70
Oc1c(Br)c(Br)c(O)c(Br)c1Br	63	16	142	112	104	146	118	43
CCCCCN1C=C/C(=C\C(=O)N(C)c2ccc(Cl)cc2)c2ccccc21	107	108	99	92	96	99	96	96
COc1ccc(-c2cc3nc(NC(C)=O)[nH]c(=O)c3s2)cc1	87	88	89	104	96	89	91	84
COc1ccc2[nH]c(O)c(N=NC(=O)COc3ccc(NC(=O)Nc4ccc(Cl)c(Cl)c4)cc3)c2c1	.	21	-47*	32	11	-36*	-54*	.
CC(=O)Nc1nc2c(s1)C1=CC[C@H]3[C@@H]4CC[C@H](C(C)=O)[C@@]4(C)CC[C@@H]3[C@@]1(C)CC2	59	49	105	69	.	63	52	1.4*

(listing goes on)
SMILES	SR	CCRF-CEM	HOP-92	EKVX	RPMI-8226	HOP-62	A549/ATCC	MOLT-4
COc1c2ccoc2cc2oc(C)c(-c3cc(-c4ccc(F)cc4)c(C#N)c(=O)[nH]3)c(=O)c12	75	100	70	90	88	104	94	85
Cc1ccc(N(C(=O)C2CC2c2ccc(F)c(F)c2)C(C(=O)NCCN2CCOCC2)c2ccc(Cl)cc2)cc1 (stereo not given)	79	74	66	.	62	80	70	69
Cc1ccsc1-c1ccc2c(c1)COC2(CCCN(C)C)c1ccc(F)cc1 (stereo not given)	-4.7*	39	42	66	19	69	46	27
CC(C)N(Cc1ccccc1)CC(O)c1ccc(Cl)cc1 (stereo not given)	109	83	65	94	85	103	107	80
O=C(NO)c1ccc2nc(CN(CCO)c3ccccc3)[nH]c2c1	81	86	85	100	91	88	94	81
N#Cc1ccc(NC(=O)COc2ccc(/C=C3\C(=O)Nc4cc(Cl)ccc43)cc2)cc1	70	63	38	87	70	71	90	57
O=C(Nc1nccnc1OCc1ccccc1)Nc1cccc2ccccc12	.	93	53	90	85	31	71	.
COc1ccc(-n2nc(C)c3c(Nc4ccc(NC(=O)Nc5cccc(C(F)(F)F)c5)cc4)ncnc32)cc1	21	18	-26*	10	-11*	-38*	-19*	9.0*
CC(=O)Oc1c(C2=NN(C(C)=O)C(c3ccc(F)cc3)O2)sc2nnc(-c3ccccc3)c(-c3ccccc3)c12 (stereo not given)	49	20	72	103	57	109	.	47
Cc1cccc2c1C(Br)=C1CCCN3C(=O)c4ccccc4C123 (stereo not given)	73	87	72	88	68	95	101	71
COc1cc2c(cc1OC)C1CCc3cc4c(cc3C1N=C2)OCO4 (stereo not given)	74	84	76	65	79	90	75	94
CCCCCCCCN(CCCCCCCC)CCCCCCCCCN1CCCc2ccccc21	97	93	.	93	89	82	98	102
O=C1[C@H](CCC(O)c2ccc(F)cc2)[C@@H](c2ccc(O)cc2)N1c1ccc(F)cc1 (stereo not given in full)	.	75	.	66	74	110	82	60
COc1ccc(C(O)S(=O)(=O)O)cc1 (stereo not given)	95	.	.	102	.	96	100	101
COc1ccc(-c2nn(-c3ccc(NC(=O)c4ccc(Cl)c(C(F)(F)F)c4)cc3)cc2-c2ccncc2)cc1Cl	7.8*	23	-0.4*	35	-38*	-25*	31	1.4*
CCCC(=O)NC(c1ccc2c(c1)OCO2)c1cc(Cl)c2cccnc2c1O (stereo not given)	11	13	39	30	18	23	31	17
CC1(C)CC(=O)C(CSC(=O)c2ccccc2)C(=O)C1	.	.	99	106	.	98	101	97
COc1ccc(-c2cc(-c3nnc(SCC(=O)Nc4ccc(/C(C)=N\O)cc4)o3)c3ccccc3n2)cc1	113	98	109	103	99	99	100	106
Cn1c(-c2c(N)n(Cc3ccc(C(F)(F)F)cc3)c3nc(C#N)c(C#N)nc23)nc2ccccc21	-36*	.	-48*	1.1*	-42*	21	12	-17*
O=S(=O)(Nc1nnc(-c2ccncc2)s1)c1ccccc1	92	114	.	.	110	97	105	99
CC[C@@H](C)[C@@H]1NC(=O)Nc2nc3ccccn3c2C1=O	103	97	108	.	103	93	100	102
O=C(Nc1ccc(CN2CCc3nc4cc(O)c(O)cc4cc32)cc1)c1ccc(Cl)c(C(F)(F)F)c1	101	105	.	.	100	100	105	103
C/C=C(/C)C(=O)O[C@@H]1[C@H](OC(C)=O)[C@@]2(CO)C(CC1(C)C)C1=CCC3[C@@]4(C)CC[C@H](O[C@@H]5O[C@H](C(=O)O)[C@@H](O[C@@H]6O[C@H](CO)[C@@H](O)[C@H](O)[C@H]6O)[C@H](O)[C@H]5O[C@@H]5O[C@H](CO)[C@@H](O)[C@H](O)[C@H]5O)[C@](C)(CO)C4CC[C@@]3(C)[C@]1(C)C[C@H]2O (stereo not given in full)	.	83	.	80	75	77	75	74
O=C(O)C(O)c1cccc2ccccc12 (stereo not given)	98	98	96	100	102	104	104	117
CCOC(=O)c1[nH]cc(-c2ccc(OC)cc2)c1-c1ccc(O)cc1	67	73	108	83	79	95	99	94

Record cards (already shown):
Entry for O=C1[C@H](CCC(O)c2ccc(F)cc2)[C@@H](c2ccc(O)cc2)N1c1ccc(F)cc1 (stereo not given in full) : SR = .; CCRF-CEM = 75; HOP-92 = .; EKVX = 66; RPMI-8226 = 74; HOP-62 = 110; A549/ATCC = 82; MOLT-4 = 60
Entry for N#Cc1ccc(NC(=O)COc2ccc(/C=C3\C(=O)Nc4cc(Cl)ccc43)cc2)cc1 : SR = 70; CCRF-CEM = 63; HOP-92 = 38; EKVX = 87; RPMI-8226 = 70; HOP-62 = 71; A549/ATCC = 90; MOLT-4 = 57

Individual results from the results shown:
Reading for COc1ccccc1N=Nc1c(S(=O)(=O)O)cc2cc(NC(=O)Nc3ccc4c(O)c(N=Nc5ccc(S(=O)(=O)O)cc5C)c(S(=O)(=O)O)cc4c3)ccc2c1O under RPMI-8226: 101
Reading for Nc1c(Br)cc(Br)cc1CNC1CCC(O)CC1 (stereo not given) under HOP-92: 79
Reading for C#CC1(NC(=S)Nc2ccc(C)cc2)CCCCC1 under EKVX: 113
Reading for Cn1c(-c2c(N)n(Cc3ccc(C(F)(F)F)cc3)c3nc(C#N)c(C#N)nc23)nc2ccccc21 under MOLT-4: -17*
Reading for CC(=O)NC1=NC(=O)/C(=C/c2ccc(/C=C3/C(=O)N=C(NC(C)=O)N3C)cc2)N1C under EKVX: 103

The listing continues.
SMILES	SR	CCRF-CEM	HOP-92	EKVX	RPMI-8226	HOP-62	A549/ATCC	MOLT-4
CCOC(=O)/C(=C/c1cccc(OC)c1)N(CC)CC	.	99	72	108	104	109	99	100
CCCCCCCCC(C)NCCO (stereo not given)	103	99	.	109	100	112	97	105
COc1c(-c2cc(-c3ccc(C)o3)[nH]c(=O)n2)c(O)cc2occc12	27	78	67	70	75	52	47	41
Cc1ccccc1N1CCN(CC(O)CSc2ccccc2)CC1 (stereo not given)	95	100	57	94	97	107	97	99
c1ccc(Nc2cccn3nnnc23)cc1	134	103	28	92	110	93	104	118
O=C1Nc2ccc(Cl)cc2/C1=N/N=C/c1coc2ccc(F)cc2c1=O	92	95	102	70	.	92	105	86
CCOC(=O)c1ccc(N(CCC(=O)O)C(C)=O)cc1	129	98	96	130	110	108	104	104
CC(=O)O[C@H]1CC[C@@]2(C)[C@@H](CC[C@@H]3[C@@H]2CC(=O)[C@@]2(C)[C@H]3C[C@@H](C3CCCC3=O)[C@@H]2C(C)=O)C1 (stereo not given in full)	88	93	93	116	91	100	101	86
O=C(O)CNC1=C(Cl)C(=O)c2ccccc2C1=O	107	91	74	99	87	95	97	100
CC(=O)c1c([Si](C)(C)C)c2cc(C#N)ccn2c1C(=O)c1ccc(Br)cc1	88	92	82	87	92	88	90	85

From PubChem BioAssay
